Assay outcomes: PubChem, several laboratories
GSK3 alpha inh – blockers of GSK3A enzyme activity – biochemical, luminescence, cell-free homogeneous, HTS, primary screen; GSK-3 alpha kinase, ADP-Glo luminescence, 60 min; inhibition, % at 10 µM; 320,000 compounds, 0.1% hits;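 in the data active means inhibition above about 50%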;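 further: GST-tagged GSK-3 alpha with peptide substrate and 25 µM ATP; 0% = DMSO neutral wells and 100% = GW8510 positive control wells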
Target sequence (P49840 whole entry, looked up): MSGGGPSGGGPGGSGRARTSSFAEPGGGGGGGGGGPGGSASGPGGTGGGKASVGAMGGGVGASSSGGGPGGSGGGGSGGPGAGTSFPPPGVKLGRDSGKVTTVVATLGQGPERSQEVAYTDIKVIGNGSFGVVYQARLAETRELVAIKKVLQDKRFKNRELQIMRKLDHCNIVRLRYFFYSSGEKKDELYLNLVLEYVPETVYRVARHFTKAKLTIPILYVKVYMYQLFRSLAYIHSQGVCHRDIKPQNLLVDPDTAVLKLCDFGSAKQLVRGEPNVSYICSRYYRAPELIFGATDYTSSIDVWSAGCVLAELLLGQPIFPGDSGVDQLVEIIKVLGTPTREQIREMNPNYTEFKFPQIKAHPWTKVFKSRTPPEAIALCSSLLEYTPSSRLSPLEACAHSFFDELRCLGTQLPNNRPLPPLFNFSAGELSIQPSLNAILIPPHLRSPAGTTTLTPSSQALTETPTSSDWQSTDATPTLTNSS
KLF5 inh – KLF5 expression inhibitors, primary screen, DLD-1 cells, luminescence; DLD-1 KLF5 promoter-luciferase reporter; inhibition, % at 5 µM; 290,000 compounds, 0.23% hits;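 active means inhibition above a per-plate limit of that plate's mean compound inhibition plus 3 SD, cut at about 60% in these data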;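 further: 0% = DMSO wells and 100% = LY294002 at 200 µM; higher means less KLF5 promoter-driven luciferase light; inactives centre near -14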
HSP90 inh – HSP90 inhibitors, primary screen, cell lysate, luminescence | Heat shock protein HSP 90 (rabbit reticulocyte lysate; luciferase refolding) | Rabbit reticulocyte lysate, luciferase refolding luminescence, 3 h | inhibition, % at 5.6 µM | 290,000 compounds, 0.91% hits | AID 1789, 2009;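 active means inhibition above the screen-wide mean plus 3 SD, computed separately per campaign, cut at about 16% in these data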;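 further: 0% = DMSO wells and 100% = 60 µM geldanamycin wells; inhibitors lower the luminescence because luciferase stays unfolded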
GSK3B inh – human GSK3beta kinase inhibitors, primary screen, biochemical, cell-free homogeneous, HTS. GST-GSK3beta kinase, ADP-Glo luminescence, 60 min; hits give low values. activity score (negative = inhibition), % at 10 µM. 300,000 compounds, 0.038% hits. AID 2097, 2009;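 active means more than half of replicate wells score below -50%, meaning over 50% inhibition versus plate controls; inconclusive means some replicates but at most half score below -50%; inactive means no replicate scores below -50%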;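 further: 0% = median DMSO wells and -100% = median GW8510 positive control wells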
Target sequence (P49841 whole entry, looked up): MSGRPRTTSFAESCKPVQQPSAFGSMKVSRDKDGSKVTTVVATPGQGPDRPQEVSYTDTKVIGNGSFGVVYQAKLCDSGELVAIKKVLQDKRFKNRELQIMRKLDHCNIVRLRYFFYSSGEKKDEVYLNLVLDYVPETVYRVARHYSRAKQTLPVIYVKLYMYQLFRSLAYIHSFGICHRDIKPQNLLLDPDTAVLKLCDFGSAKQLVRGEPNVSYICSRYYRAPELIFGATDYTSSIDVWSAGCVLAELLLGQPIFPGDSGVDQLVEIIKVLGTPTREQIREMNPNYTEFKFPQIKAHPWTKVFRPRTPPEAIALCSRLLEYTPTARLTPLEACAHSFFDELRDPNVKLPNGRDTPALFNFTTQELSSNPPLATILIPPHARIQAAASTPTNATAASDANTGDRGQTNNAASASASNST
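Test system: GST-tagged human GSK3beta kinase, cell-free; evaluation: activity score scaled between in-plate DMSO and GW8510 controls; measured by: ADP-Glo luminescence; incubation: 60 min reaction, RT; benchmarks: DMSO and 20 µM GW8510; reagent: peptide substrate plus 25 µM ATP (final); medium: Tris/MgCl2 kinase buffer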
AI-2 QS mod – Vibrio harveyi AI-2 quorum sensing modulators, primary screen, JMH597 strain, luminescence/OD600 ratio. AID 2094, 2009. activity change, % at 7.5 µM. Vibrio harveyi JMH597 AI-2 luminescence/OD600 ratio, 9 h; hits give low values; strain lacks LuxN and CqsS sensors; 0 = neutral-control median. 300,000 compounds, 0.4% hits; in the data active means activity change below about -75%, passing the limit was not always enough; inconclusive means no clear call, values can overlap the other calls;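 further: luminescence divided by OD600 gain over 9 h not by final OD600 alone; inactives centre near 13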
IEC-6 cytotox – cytotoxicity in IEC-6 intestinal epithelial cells, primary screen, cytotoxicity control for KLF5 inhibitor project, cell-based, luminescence. inhibition, % at 5 µM. IEC-6 cytotoxicity, luminescence viability. 290,000 compounds, 0.78% hits; in the data active means inhibition above about 22%;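 further: 0% = plate median of test compound wells and 100% = cytotoxic reference compound wells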
HSF1 activator – HSF-1 activators, primary screen, NIH3T3-HGL cells, MG132 stress, luminescence, single point; NIH3T3-HGL HSF-1 luciferase reporter, 8 h; 100% = twice DMSO control signal; AID 504408, 2011; activation, % at 9 µM; 300,000 compounds, 1.7% hits;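 active means mean replicate activation of at least 50% with a set share of replicates each reaching 50%; inconclusive means only one of those two conditions met; inactive means mean below 50% and too few replicates reaching it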;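 further: 0% = median of the neutral control wells and 100% = twice that signal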
HSF1 inhib – HSF1 inhibitors in luciferase reporter cells, primary screen, cell-based, NIH3T3, luminescence. NIH3T3-HGL HSE-luciferase, MG132-induced, luminescence 8 h; hits give low values. activity change, negative = inhibition, % at 7.5 µM (by protocol). 300,000 compounds, 0.77% hits. AID 2098, 2009;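 active means more than half of replicate wells show activity change below -50%, luminescence cut by over half; inconclusive means some wells, but at most half, below -50%; inactive means no replicate well below -50%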;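 further: luciferase reports HSF-1 transcriptional activity via heat shock element; 0% = median of DMSO wells and -100% = zero luminescence signal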
HIF activator – HIF pathway transcriptional activators, primary screen, cell-based, U2OS HRE-luciferase, luminescence. U2OS HRE-luciferase reporter; normalized: DMSO 0%, desferrioxamine 100%. activation, % at 7.5 µM (by protocol). 300,000 compounds, 0.32% hits;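 active means mean activation of at least 10% of the iron chelator positive control signal, with at least half of replicates also reaching 10%; inconclusive means mean and replicate majority disagree about reaching 10%; inactive means mean and most replicates under 10%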
aSyn 5UTR inh – MLPCN primary screen, SNCA 5' untranslated region; alpha-synuclein 5'UTR reporter, inhibitor activity; inhibition, % (tested at 7.5 µM); 300,000 compounds, 0.82% hits; in the data active means inhibition above about 60%; inconclusive means no clear call, values can overlap the other calls;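 further: H4 neuroglioblastoma cells stably carrying SNCA 5'UTR luciferase fusion; 0% = DMSO wells and 100% = positive control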
Numbers without * were called inactive; ? = inconclusive; / = no result given.

The first four records, to show the layout:
Structure,GSK3 alpha inh,KLF5 inh,HSP90 inh,GSK3B inh,AI-2 QS mod,IEC-6 cytotox,HSF1 activator,HSF1 inhib,HIF activator,aSyn 5UTR inh
NC(=O)c1nsc(C(=O)N(c2cccc(F)c2)C(C(=O)NCC2CCCO2)c2cccs2)c1N (stereo not drawn),0,-21,-1,1,19,-6,4,7,0.3,-8
CC(Sc1nnc(-c2cccs2)n1-c1ccccc1)C(=O)NCc1ccc2c(c1)OCO2 (stereo not drawn),0,-5,1,1,14,-3,14,1,-0.5,10
COC(=O)CCSc1nccn1Cc1ccccc1,-5,-35,0,1,-31,-3,3,0,0.0,1
Cc1cccc(C(=O)Nc2nnc(Cc3c[nH]c4ccccc34)s2)c1,-4,1,1,0,22,3,3,10,-0.3,-15

The list itself, from the start:
Structure,GSK3 alpha inh,KLF5 inh,HSP90 inh,GSK3B inh,AI-2 QS mod,IEC-6 cytotox,HSF1 activator,HSF1 inhib,HIF activator,aSyn 5UTR inh
NC(=O)c1nsc(C(=O)N(c2cccc(F)c2)C(C(=O)NCC2CCCO2)c2cccs2)c1N (stereo not drawn),0,-21,-1,1,19,-6,4,7,0.3,-8
CC(Sc1nnc(-c2cccs2)n1-c1ccccc1)C(=O)NCc1ccc2c(c1)OCO2 (stereo not drawn),0,-5,1,1,14,-3,14,1,-0.5,10
COC(=O)CCSc1nccn1Cc1ccccc1,-5,-35,0,1,-31,-3,3,0,0.0,1
Cc1cccc(C(=O)Nc2nnc(Cc3c[nH]c4ccccc34)s2)c1,-4,1,1,0,22,3,3,10,-0.3,-15
CCN(CC)CCNC(=O)C12CC3CC(CC(C3)C1)C2,-3,-34,-2,5,29,-4,8,0,-0.1,9
N#Cc1c(-c2ccc(F)cc2)noc1N,2,-31,-4,-3,?,-1,2,1,0.3,-4
COc1cccc(-c2c(C(=O)N/N=C/c3ccc(C)s3)nnn2-c2nonc2N)c1,10,-22,-3,-3,18,-6,-89,-87*,-0.1,-7
CC(C)Oc1ccc(C2NC(=O)NC2=O)cc1 (stereo not drawn),-1,-14,1,0,14,9,10,-13,-0.9,13
CC1Cc2ccccc2N1C(=O)NC1CC(=O)N(c2ccc3c(c2)OCCO3)C1 (stereo not drawn),0,7,-3,4,12,9,16,6,-0.2,17
COc1ccc(C(=O)NNC2=C(C(=O)C(F)(F)F)CCC2)cc1,-2,-4,2,-2,7,9,-15,-13,0.7,-33

Arranged by SMILES length (highest first): part of the list above.
Structure,GSK3 alpha inh,KLF5 inh,HSP90 inh,GSK3B inh,AI-2 QS mod,IEC-6 cytotox,HSF1 activator,HSF1 inhib,HIF activator,aSyn 5UTR inh
CC(Sc1nnc(-c2cccs2)n1-c1ccccc1)C(=O)NCc1ccc2c(c1)OCO2 (stereo not drawn),0,-5,1,1,14,-3,14,1,-0.5,10
CC1Cc2ccccc2N1C(=O)NC1CC(=O)N(c2ccc3c(c2)OCCO3)C1 (stereo not drawn),0,7,-3,4,12,9,16,6,-0.2,17
Cc1cccc(C(=O)Nc2nnc(Cc3c[nH]c4ccccc34)s2)c1,-4,1,1,0,22,3,3,10,-0.3,-15
CCN(CC)CCNC(=O)C12CC3CC(CC(C3)C1)C2,-3,-34,-2,5,29,-4,8,0,-0.1,9
N#Cc1c(-c2ccc(F)cc2)noc1N,2,-31,-4,-3,?,-1,2,1,0.3,-4

Continuation:
Structure,GSK3 alpha inh,KLF5 inh,HSP90 inh,GSK3B inh,AI-2 QS mod,IEC-6 cytotox,HSF1 activator,HSF1 inhib,HIF activator,aSyn 5UTR inh
CC1CCc2c(C(=O)NCCCN3CCOCC3)csc2C1 (stereo not drawn),0,-20,-2,-2,3,-9,-10,9,0.1,5
CCOc1cc(C2NC(=O)NC(C)=C2C(C)=O)cc(Cl)c1OCC(=O)O (stereo not drawn),-4,-39,4,2,9,-1,8,-11,0.0,-43
COc1ccc(N2C(=O)CC(Sc3n[nH]c(-c4ccccc4)n3)C2=O)cc1 (stereo not drawn),-5,-22,6,-3,57,5,?,13,-0.1,10
Cc1cc(Br)ccc1NC(=O)CNC(=O)Cn1ncc(Cl)c(Cl)c1=O,-2,8,-3,0,16,6,/,/,-6.0,63*
CCCOc1ccc(C(=O)Nc2cccnc2)cc1,1,-91,0,-4,15,-5,30,21,3.9,-181
Nc1c(Cl)ncnc1N1CCN(c2ncnc(Cl)c2N)CC1,6,1,-7,-1,2,-5,-7,-9,-0.3,-1
CN(CC1CCOCC1)C(=O)c1ccc2nc(Cc3cccc(Cl)c3)oc2c1,-1,-39,-7,3,39,2,-5,6,-0.1,8
Cn1c(NC(=O)COc2ccccc2)cc(=O)n(C)c1=O,-3,5,0,2,9,10,36,14,-0.2,-37
NC(=O)C1CC(=O)N(Cc2ccc3c(c2)OCO3)C(=Nc2ccccc2)S1 (stereo not drawn),-2,-13,3,2,15,2,13,2,1.1,4
Cc1ccc(NC(=S)N2CCN(S(=O)(=O)c3ccccc3)CC2)cc1,/,-14,-2,3,24,2,/,/,/,/
CCOC(=O)c1c(NC(=O)c2nc3n(n2)C(C(F)F)CC(C)N3)sc2c1CCCC2 (stereo not drawn),1,5,0,0,8,3,7,-1,-0.2,34
O=C(Nc1ccc(-c2cc3ccccc3oc2=O)c(Cl)c1)c1cccnc1,-1,11,5,0,21,5,-1,-5,-0.4,35
O=C(COC(=O)CC(c1ccccc1)c1ccccc1)NCc1ccc(Cl)cc1,-2,-9,3,-1,16,4,4,2,-0.1,10
O=C(NCCSc1c(-c2ccccc2)[nH]c2ccccc12)c1cc2ccccc2oc1=O,1,-7,5,4,42,-2,8,1,-0.1,-16
Cc1ccc(OC(C)C(=O)Nc2ccccc2C(=O)NCc2cccnc2)cc1C (stereo not drawn),3,-33,-2,-1,63,4,21,4,0.0,-6
CCOC(=O)C1=C(C)NC(=O)NC1c1cccnc1 (stereo not drawn),0,7,-1,4,5,-2,4,2,-0.1,12
CNC(=O)N(O)C1N(NC(=O)Nc2cccc3ccccc23)C(=S)SC1(C)C (stereo not drawn),0,-4,5,5,0,-3,25,14,-0.6,-22
CCOCCOc1cccc(C(=O)NC(c2ccccc2)C(C)C)c1 (stereo not drawn),-1,-27,2,-2,27,-1,1,-1,-0.1,0
O=C(CCC1CCCCC1)NCCN1C2=NC[C@@H](Cc3ccccc3)N2C[C@H]1Cc1ccc(O)cc1,3,-16,15,-1,26,4,20,0,-0.6,13
CC(C)(C)C(=O)COC(=O)c1cccc(NC(=O)c2ccco2)c1,3,-34,-1,-2,40,-6,23,11,0.6,-26
CCC1(C)N(O)C(C)(C)C(c2ccc(F)cc2)=[N+]1[O-] (stereo not drawn),-4,-24,1,-9,3,7,-11,3,-0.5,-7
Cc1ccc(C2=NNC(C(O)C(O)C(O)C(O)CO)S2)cc1 (stereo not drawn),1,-75,0,2,18,-3,9,0,2.7,-103
CC(NC(=O)c1ccco1)C(=O)OCC(=O)c1ccc(Cl)s1 (stereo not drawn),-2,-16,0,2,16,4,-12,2,-0.1,3
CC(O)(CC(=O)O)CC(=O)O,0,/,/,1,2,/,10,-3,-0.1,-3
CCn1cc(/C=N/NS(=O)(=O)c2ccc(C)cc2)c(C)n1,0,-5,1,-1,26,-2,-42,-34,0.1,2
COc1ccc(Cn2c(=O)cc(N)n(-c3ccccc3C)c2=O)cc1,2,1,2,-2,6,3,22,6,-0.8,-53
N=c1c[n+](-c2ccc(Cl)cc2)[n-]o1,-1,21,0,2,0,6,0,2,-0.2,0
CC(=O)NS(=O)(=O)c1ccc(Nc2ccc([N+](=O)[O-])c3nonc23)cc1,3,-16,-2,-4,20,-4,-1,-8,0.0,2
O=C1COc2ccc(C(=O)COC(=O)c3ccc(S(=O)(=O)C(F)F)cc3)cc2N1,-2,/,/,2,-94*,/,-5,0,0.1,8
CCSc1ncc(/C=N/Nc2ccc(F)cc2)n1C,0,17,3,-5,21,0,5,0,0.3,-15
COc1ccc(NC(C)=O)cc1CP(=O)(c1ccccc1)c1ccccc1,-1,-10,-3,1,3,-11,-6,1,-1.8,0
CC1CC(C)CN(CCOCCSc2ccc(Cl)cc2)C1 (stereo not drawn),1,-13,-1,-2,13,3,-1,-3,-0.7,-25
Cc1c(NC(=O)c2cccs2)cccc1[N+](=O)[O-],0,-16,1,2,4,10,-38,-23,-0.1,-11
CCOC(=O)c1cnc(-c2ccccc2)nc1C(F)(F)F,-1,-8,-1,1,6,-5,-15,0,1.2,4
COC(=O)c1c(NC(=S)NC(=O)c2ccco2)sc2c1CCCC2,-1,-13,-2,-5,1,2,15,6,-0.2,-11
CCc1n[nH]c2c1/C(=N\O)CC(C)(C)C2,-3,13,5,1,1,-1,10,0,0.4,0
CC(=O)NCC(=O)OC(C)C(=O)Nc1ccc(C(C)=O)cc1 (stereo not drawn),0,-7,4,-23,11,9,-21,0,1.1,-1
CC1CC(C)(C)NC(=S)N1CCCC(=O)Nc1ccc(Cl)cc1 (stereo not drawn),7,-36,1,0,8,0,-1,-3,-0.2,-14
CCOc1cc(CNCC2CCCN2CC)cc(Cl)c1OC (stereo not drawn),3,-30,1,-1,17,4,-81,-74*,0.6,10
Cc1ccc(S(=O)(=O)NCc2cc(=O)n(C)c(=O)n2C)cc1C,0,-15,2,2,2,-4,14,-6,-0.6,0
Cc1cc(Cl)c(OCCCn2ccnc2)c(Br)c1,1,-17,-2,5,23,5,-16,-4,1.4,21
O=[N+]([O-])c1cc(/C=N/OCc2c(Cl)cccc2Cl)ccc1N1CCOCC1,-1,-57,3,-3,17,2,11,6,1.2,-23
O=c1sc2ccccc2n1CCOc1ccccc1,3,-84,0,-19,0,-8,47,35,2.9,-133
